TEAD-YAP inh – TEAD-YAP interaction inhibition; HEK-TIYL cells, TEAD-Gal4/YAP UAS-luciferase luminescence; inhibition, % at 9.12 µM; 640,000 tested, 1.4% active; AID 1259422; in the data active = inhibition above about 32%;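 also: 0% = median of test compound wells and 100% = reference inhibitor wells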
GPR151 ag – activates the human receptor GPR151 | Q8TDV0 | 650,000 tested, 1% active | PathHunter beta-arrestin GPR151 cells, luminescence | activation, % at 11.2 µM | AID 1508602; in the data active = activation above about 4.9%;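 also: 0% = median of compound wells and 100% = cells with positive control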
MITF primary – human MITF inhibition, primary screen | AlphaScreen MITF homodimerization, bead proximity signal | inhibition, % at 2.6 µM | 650,000 tested, 0.91% active; in the data active = inhibition above about 50%;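 also: 0% = vehicle wells with protein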
FBW7 activator – activators of human E3 ligase FBW7; Q969H0; AlphaScreen FBW7–phospho-cyclin E peptide binding, activator screen; normalized activity (activation), % at 26.1 µM; 650,000 tested, 0.13% active; AID 1259310; in the data active = normalized activity above about 1.9%;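 also: purified mutant Fbw7 with reduced substrate affinity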
Target sequence (Q969H0 whole entry, looked up): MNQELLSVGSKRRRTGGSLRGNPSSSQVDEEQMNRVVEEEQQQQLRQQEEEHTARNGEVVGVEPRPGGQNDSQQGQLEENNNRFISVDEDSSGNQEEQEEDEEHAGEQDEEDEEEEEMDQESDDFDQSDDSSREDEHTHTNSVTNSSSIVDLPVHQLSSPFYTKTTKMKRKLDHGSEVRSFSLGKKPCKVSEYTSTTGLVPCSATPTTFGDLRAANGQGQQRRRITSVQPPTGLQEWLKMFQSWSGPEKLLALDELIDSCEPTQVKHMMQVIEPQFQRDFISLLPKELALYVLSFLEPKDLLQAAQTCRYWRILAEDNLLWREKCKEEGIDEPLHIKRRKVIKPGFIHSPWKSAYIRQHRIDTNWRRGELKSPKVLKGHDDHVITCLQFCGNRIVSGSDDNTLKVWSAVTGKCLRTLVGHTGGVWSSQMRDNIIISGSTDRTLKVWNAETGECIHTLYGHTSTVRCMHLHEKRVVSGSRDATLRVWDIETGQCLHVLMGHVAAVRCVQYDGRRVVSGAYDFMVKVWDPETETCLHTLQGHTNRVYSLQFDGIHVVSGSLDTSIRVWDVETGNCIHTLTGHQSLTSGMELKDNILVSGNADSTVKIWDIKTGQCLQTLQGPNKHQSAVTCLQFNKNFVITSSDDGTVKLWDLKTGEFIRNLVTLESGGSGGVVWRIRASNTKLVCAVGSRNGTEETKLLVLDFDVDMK
* hit, by the source's call.

Start of the listing, in advance, 2 compounds:
Values run as follows: TEAD-YAP inh, GPR151 ag, MITF primary, FBW7 activator
CC1=C(C(=O)Nc2ccccc2C)C(c2ccco2)C(C#N)=C(SCC(=O)c2ccc(Br)cc2)N1 (stereo not drawn)
  0.7, -1.5, -13.0, 0.1
COc1ccccc1NC(=O)N(Cc1ccco1)Cc1cc2cc(C)ccc2n2nnnc12
  -9.2, -0.8, -2.8, -0.1

The list itself, repeating the preview:
Values run as follows: TEAD-YAP inh, GPR151 ag, MITF primary, FBW7 activator
CC1=C(C(=O)Nc2ccccc2C)C(c2ccco2)C(C#N)=C(SCC(=O)c2ccc(Br)cc2)N1 (stereo not drawn)
  0.7, -1.5, -13.0, 0.1
COc1ccccc1NC(=O)N(Cc1ccco1)Cc1cc2cc(C)ccc2n2nnnc12
  -9.2, -0.8, -2.8, -0.1
O=C(Nc1ccnn1C1CCN(C(=O)CCOc2ccccc2)CC1)C1CC1
  4.7, -4.0, 7.9, 0.2
COc1ccc(NC(=O)N2CCC(NC(=O)C3CCCCC3)CC2)cc1
  -9.8, -0.5, 7.8, 0.0
O=C1NC(=O)C2(CCc3ccccc32)N1 (stereo not drawn)
  -6.7, 0.9, 0.1, -0.1
Cc1ccc2nc(Nc3ccc(C(=O)Nc4ccc(Cl)cc4)cc3)nc(-c3ccccc3)c2c1
  4.0, -0.4, -10.8, -0.1
COC(=O)c1ccc(COc2coc(CN3CCN(c4ccc(F)cc4)CC3)cc2=O)o1
  -2.9, 2.2, -1.5, 0.0
CC(=O)c1ccc(NC(=O)c2oc(C)nc2C)cc1
  -14.2, -1.3, 5.2, 0.1
Cc1c(Cl)cccc1NC(=O)CN1C(=O)C2(OCCCO2)c2ccccc21
  -0.1, -1.0, 3.0, 0.3
CC(C)N(CCNC(=O)c1csc(Nc2ccnn2C)n1)C(C)C
  0.5, -2.0, 1.5, -0.2
Cc1ccc(S(=O)(=O)/C(C#N)=C/c2c[nH]c3ccccc23)cc1
  3.7, -0.6, 8.9, 0.0
CCOC(=S)SCCCCN1C(=O)c2ccccc2C1=O
  -9.6, 1.9, -0.3, -0.1
COc1cc(C=O)cc(Cl)c1OC
  4.3, 0.1, -6.8, 0.0
CCc1nnc(SCCSc2nnc(CC)n2N)n1N
  -0.4, 1.8, 4.7, 0.1
CCC(=O)Oc1ccc2c(=O)c(-c3ccc(OC)cc3)c(C)oc2c1
  -10.3, -0.4, 24.7, -0.3
CC(C)C(NC(=O)CN(c1ccc(Br)cc1)S(C)(=O)=O)C(C)C
  3.1, 0.6, 3.2, 0.0
Cc1ccc(N2CC(NC(=O)c3ccccc3Br)CC2=O)cc1C (stereo not drawn)
  5.3, -0.4, 7.0, 0.1
CC1=NN(C(=O)c2csc3c2CCC(C)C3)C(O)(C(F)(F)F)C1 (stereo not drawn)
  4.0, 0.2, -23.8, 0.3
O=C1C(=O)N(Cc2ccccc2Cl)c2ccc(Cl)cc21
  3.8, 4.2, 18.7, 0.1
CCN(Cc1ccccc1)C(=O)c1ccc(NC(C)=O)cc1
  -18.3, 1.1, -20.8, 0.1
COc1cccc(-c2noc(/C=C/c3ccc(OC)c(OC)c3)n2)c1
  -22.6, 0.8, 14.5, 0.1
CCCCN(CC#CC(C)OCCO)CCCC (stereo not drawn)
  -4.1, 0.3, -11.9, 0.1
CCOC(=O)c1c(NC(=O)c2onc(C)c2Cl)sc2c1CCCC2
  -13.0, -0.4, 0.5, 0.1
COc1cc(C(C#N)N2N=C(C)CC2(C)C)ccc1O (stereo not drawn)
  -2.4, 0.1, -6.6, 0.1
O=C(N/N=C/c1ccc([N+](=O)[O-])o1)c1cccc(Br)c1
  9.3, -0.2, 12.6, -0.1
C=CCN(CC=C)S(=O)(=O)c1ccc(C(=O)Nc2nc3c(s2)CCc2ccccc2-3)cc1
  2.2, 0.3, 8.6, -0.1
Cc1sc2ncn(-n3c(C)ccc3C)c(=O)c2c1C
  3.5, -0.4, 2.4, -0.1
O=C(O)CC1S/C(=N/N=C/c2ccc(OCc3ccccc3)cc2)NC1=O (stereo not drawn)
  2.5, -0.6, 17.2, 0.0
CCCCNC(=O)c1cn(-c2ccc(OCC)cc2)c(=O)c2cc(OC)c(OC)cc12
  12.1, -0.8, 2.7, 0.0
CCOC(=O)c1ccc(Nc2c([N+](=O)[O-])cncc2[N+](=O)[O-])cc1
  17.5, -0.1, -11.4, -0.3

Rewritten comma-delimited: 5 of the compounds above
molecule,TEAD-YAP inh,GPR151 ag,MITF primary,FBW7 activator
CCOC(=O)c1ccc(Nc2c([N+](=O)[O-])cncc2[N+](=O)[O-])cc1,17.5,-0.1,-11.4,-0.3
CCCCN(CC#CC(C)OCCO)CCCC (stereo not drawn),-4.1,0.3,-11.9,0.1
C=CCN(CC=C)S(=O)(=O)c1ccc(C(=O)Nc2nc3c(s2)CCc2ccccc2-3)cc1,2.2,0.3,8.6,-0.1
COc1cc(C(C#N)N2N=C(C)CC2(C)C)ccc1O (stereo not drawn),-2.4,0.1,-6.6,0.1
CCOC(=O)c1c(NC(=O)c2onc(C)c2Cl)sc2c1CCCC2,-13.0,-0.4,0.5,0.1

The list goes on.
Values run as follows: TEAD-YAP inh, GPR151 ag, MITF primary, FBW7 activator
CCOC(=O)C1=C(C)N=c2s/c(=C\c3ccc(C)cc3)c(=O)n2C1c1ccccc1F (stereo not drawn)
  -0.5, 0.1, 3.2, -0.1
CCOC(=O)N1CCN(C(=O)CCc2nnc(CCCc3ccccc3)o2)CC1
  -38.1, 0.3, 17.5, 0.1
CCS(=O)(=O)N1CCN(C(=O)c2cccc3ccccc23)CC1
  12.2, -0.6, -4.2, 0.0
COCc1c(C(=O)OCC(=O)Nc2cc(C)on2)oc2ccccc12
  4.1, -2.6, 13.9, 0.1
Cc1ccc(/C=N/Nc2ccc(C(F)(F)F)cn2)o1
  -25.8, 0.9, -0.8, 0.0
C=CCNC(=S)Nc1ccc(F)cc1F
  -1.1, 1.0, -9.2, 0.0
OC1(c2cccc(F)c2)CCN(Cc2ccncc2)CC1
  -14.6, 6.1*, 19.7, 0.8
Cc1ccc(-c2nc3cc(Cl)c(Cl)cc3nc2-c2ccc(C)cc2)cc1
  3.8, -0.7, 7.9, 0.2
Cc1ccccc1-c1noc(CCC(=O)Nc2ccc(Cl)cc2)n1
  -4.1, 0.3, -9.2, -0.1
CCc1ccc(NC(=O)C2CCCN2S(=O)(=O)c2ccc3c(c2)CCC(=O)N3)cc1 (stereo not drawn)
  -2.5, -0.1, 12.7, -0.2
COc1ccc(CN2CCNC(=O)C2CC(=O)O)cc1C (stereo not drawn)
  -4.3, -1.4, 2.9, 0.0
Cc1ccccc1Cn1cc(SCC(=O)Nc2ccccc2)c2ccccc21
  -2.7, -0.1, -12.2, -0.1
CS(=O)(=O)N1CCC(Oc2ccc(-c3cc4ccccc4o3)cc2)CC1
  -6.8, 1.8, -4.2, 0.0
Cc1nc2ccccc2n1CC(O)COC1CC=CCC1 (stereo not drawn)
  25.5, -0.3, -8.9, -0.2
COc1ccc(CC(=O)Nc2ccc(Cl)cc2C(=O)O)cc1
  0.7, -2.1, 2.7, 0.1
Cc1ccc(OCC(=O)Nc2cccc(C(=O)O)c2)cc1
  68.9*, 3.6, -10.4, 0.0
O=C(CSc1nnc(-c2cccs2)n1-c1ccccc1)N1CCOCC1
  7.3, 3.5, 17.6, 0.8
CCOc1ccccc1NC(=O)C(CC)Sc1nc2ccsc2c(=O)n1Cc1ccccn1 (stereo not drawn)
  -15.8, 0.6, 0.3, 0.1
O=C(Nc1nnc(-c2ccccc2)s1)c1ccccc1[N+](=O)[O-]
  -6.5, -0.2, 4.1, -0.1
Cc1cc(C(=O)N/N=C/c2cccc(Br)c2)c(C)o1
  -79.0, -2.2, 7.3, 0.2
O=C(CSc1ncccn1)NC(c1ccccc1)c1ccccc1
  3.0, -1.7, 4.3, 0.0
CCOC(=O)C1=C(C)N=c2s/c(=C\c3ccc(-c4cccc(Br)c4)o3)c(=O)n2C1c1ccc(SC)cc1 (stereo not drawn)
  9.8, -0.5, 3.9, 0.5
Cc1cc(NC(=O)C(C)NCCCN(C)C)no1 (stereo not drawn)
  -1.3, 0.7, 63.4*, -0.1
Cc1cccc(C(=O)Nc2ccc(C(=O)NNC(=O)c3ccccc3O)cc2)c1
  10.6, -2.7, 5.7, -0.4
CCOC(=O)CNS(=O)(=O)c1ccc2c(c1)OCCN2C
  1.7, -1.5, -2.7, 0.4
COc1cc(/C=N/Nc2nn[nH]n2)cc2c1OCO2
  3.0, -1.5, -7.5, -0.3
COc1ccccc1/C=C(\C#N)C(=O)Nc1cccc(C)c1
  -4.9, 1.3, 9.6, -0.1
O=C(NCc1ccc2c(c1)OCO2)c1ncoc1-c1ccccc1C(F)(F)F
  -10.9, -0.2, 7.9, 0.0
O=S(=O)(c1ccc(Cl)cc1)N1CCN(Cc2ccccc2Cl)CC1
  -4.6, 0.0, 3.3, 0.0
CON(C)C(=O)c1ccc2c(c1)CC(c1nc3ccc(-c4ccnc(N)n4)cc3[nH]1)CO2 (stereo not drawn)
  11.1, -0.8, 25.2, 0.1

Overlap with the part before: three compounds; new compounds follow.
Values run as follows: TEAD-YAP inh, GPR151 ag, MITF primary, FBW7 activator
O=C(NCc1ccc2c(c1)OCO2)c1ncoc1-c1ccccc1C(F)(F)F
  -10.9, -0.2, 7.9, 0.0
O=S(=O)(c1ccc(Cl)cc1)N1CCN(Cc2ccccc2Cl)CC1
  -4.6, 0.0, 3.3, 0.0
CON(C)C(=O)c1ccc2c(c1)CC(c1nc3ccc(-c4ccnc(N)n4)cc3[nH]1)CO2 (stereo not drawn)
  11.1, -0.8, 25.2, 0.1
CCCN1CCN(c2nc(C)nc3sc(C)cc23)CC1
  7.5, 1.9, 10.1, 0.1
O=C(NC1CC1)[C@@H]1C[C@@H](Sc2ccc(F)cc2)CN1Cc1ccc(O)cc1
  -12.2, -0.4, 19.8, -0.1
CCOc1cccc2sc(NC(=O)c3ccccc3S(C)(=O)=O)nc12
  -4.7, -1.3, -6.2, -0.1
CC(=O)OC1=C(C)C(c2ccccc2)N(C(C)=O)C(c2ccccc2)C1C (stereo not drawn)
  6.6, 1.1, 13.9, 0.1
O=C(NC1CCCCC1)c1cc(=O)[nH]c2ccc(S(=O)(=O)N3CCCC3)cc12
  3.7, 0.2, -5.3, 0.0
CN(C)c1ccc(CN2CCc3nc(N4CCOCC4)[nH]c(=O)c3C2)cc1
  -8.0, 0.8, 14.0, 0.4
CCC(C(=O)Nc1ccc(OC)cc1OC)c1ccccc1 (stereo not drawn)
  6.6, -0.4, 6.9, 0.2
CN(C(=O)NC1CC(=O)N(c2ccc3c(c2)OCCO3)C1)C1CCCCC1 (stereo not drawn)
  8.1, -1.4, 16.4, 0.2
Cc1cc(C)n2ncc(C(=O)Nc3ccc(Oc4ccccc4)cc3)c2n1
  7.9, 0.5, 4.6, 0.0
Cn1cc(C(=O)N2CCCC2)cc(NC(=O)C23CC4CC(CC(C4)C2)C3)c1=O
  -4.6, -0.5, -9.5, 0.2
CCOc1ccc(-c2nc(-c3cccc(OC)c3)c(-c3cccc(OC)c3)[nH]2)cc1
  8.2, 0.3, 14.9, 0.0
O=C(NCCN1CCCCC1)c1cc2cc(Br)ccc2oc1=O
  1.0, 0.2, 4.9, -0.1
CCOC(=O)/C(C#N)=C/C1=Cc2c(OC)c3ccccc3n2C1=O
  -8.9, 0.9, 10.2, -0.1
CC(C)(C)c1ccccc1Nc1ncnc2sccc12
  1.9, 0.6, -7.5, -0.3
CCOc1ccc2sc(C=NCCc3ccc(OC)cc3)c(O)c2c1
  4.4, 0.5, 13.0, 0.1
C=C(C)Cn1c(SCC(N)=O)nc2ccc(I)cc2c1=O
  6.1, -2.2, 13.1, 0.0
CCOC(=O)c1c(-c2ccco2)csc1NC(=O)COC(=O)c1cc[n+]([O-])cc1
  1.0, -0.9, 23.4, 0.3
COC(=O)COc1ccc(S(=O)(=O)N2CCN(c3cc(Cl)ccc3C)CC2)cc1
  -5.2, 1.2, -9.6, -0.3
COc1ccc(C2CC(=O)C3=C(C2)NC(C)=C(C(=O)OC(C)C)C3c2ccc(OC)cc2OC)cc1 (stereo not drawn)
  -8.2, 1.7, 6.0, 0.4
COc1ccccc1-c1nc2nc(C)cc(C)n2n1
  -38.6, -2.0, -9.7, -0.2

Screens as filed in PubChem BioAssay.
